Screening data: PubChem BioAssay, Broad Institute
E-sel inducer – E-selectin induction in HUVECs, primary screen, imaging, HUVEC, immunofluorescence imaging, single point; P16581; AID 686992, 2013; normalized: neutral wells 0, TNF-alpha wells 100; activation, % at 7.58 µM; hit rate 0.37% among 260,000;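 active means mean E-selectin-positive cell signal at least 10% of the positive control, reached in at least 60% of replicates, without over 20% cell loss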;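 further: in these data hits start at about 27%; measured in HUVEC primary endothelial cells; signal is the percent of cells scored E-selectin positive by PE staining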
Target sequence (P16581 whole entry, looked up): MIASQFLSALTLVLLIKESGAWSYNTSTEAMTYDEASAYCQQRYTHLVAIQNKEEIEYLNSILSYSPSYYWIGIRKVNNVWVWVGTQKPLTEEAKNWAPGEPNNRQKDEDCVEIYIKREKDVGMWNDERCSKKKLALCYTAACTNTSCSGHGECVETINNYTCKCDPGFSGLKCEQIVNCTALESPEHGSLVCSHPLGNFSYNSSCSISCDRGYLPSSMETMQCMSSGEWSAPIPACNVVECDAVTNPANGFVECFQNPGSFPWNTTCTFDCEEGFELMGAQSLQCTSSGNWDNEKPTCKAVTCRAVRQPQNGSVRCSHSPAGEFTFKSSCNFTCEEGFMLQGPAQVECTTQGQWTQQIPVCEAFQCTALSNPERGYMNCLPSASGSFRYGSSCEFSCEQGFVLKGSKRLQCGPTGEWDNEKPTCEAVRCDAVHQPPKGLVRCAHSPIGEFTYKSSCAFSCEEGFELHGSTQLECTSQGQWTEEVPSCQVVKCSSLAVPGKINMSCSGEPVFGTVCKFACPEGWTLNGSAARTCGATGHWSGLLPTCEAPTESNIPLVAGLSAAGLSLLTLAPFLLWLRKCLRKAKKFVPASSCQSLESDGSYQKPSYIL
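Test system: HUVEC; input: 3,000 HUVEC/well; measured by: immunofluorescence imaging; read-out: % PE-positive cells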
RAD52 inh – RAD52 DNA annealing inhibitors, primary screen, biochemical, FRET, single point, set 2 | inhibition, % at 18.7 µM | hit rate 0.46% among 360,000 | recombinant RAD52 DNA annealing, FRET fluorescence | DNA repair protein RAD52 homolog (Homo sapiens), P43351;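 active means every replicate showing at least 50% inhibition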
Target sequence (P43351 whole entry, looked up): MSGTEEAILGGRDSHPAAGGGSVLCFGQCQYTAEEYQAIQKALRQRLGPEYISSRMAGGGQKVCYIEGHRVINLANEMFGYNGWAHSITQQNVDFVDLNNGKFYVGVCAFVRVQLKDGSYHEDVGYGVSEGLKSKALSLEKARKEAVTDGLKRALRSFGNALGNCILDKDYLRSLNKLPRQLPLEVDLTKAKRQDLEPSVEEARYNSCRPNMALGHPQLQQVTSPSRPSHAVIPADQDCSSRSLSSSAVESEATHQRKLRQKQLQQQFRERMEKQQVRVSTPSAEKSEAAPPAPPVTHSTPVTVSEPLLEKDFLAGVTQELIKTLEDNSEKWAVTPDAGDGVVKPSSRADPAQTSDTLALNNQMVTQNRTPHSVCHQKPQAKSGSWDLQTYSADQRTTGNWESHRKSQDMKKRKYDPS
ERAP1 inh – human ERAP1 aminopeptidase inhibitors, primary screen, biochemical, single point, plate reader | inhibition, % at 10.7 µM | AID 652197, 2013 | hit rate 0.15% among 340,000 | recombinant ERAP1, Leu-AMC fluorescence, 60 min;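 active means mean replicate inhibition of at least 30%, or all replicates individually reaching that 30% level; inactive means mean below 30% and not every replicate reaching it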;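 further: 0% = neutral control wells and 100% = L-leucinethiol positive control wells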
Cneo AK release – Cryptococcus neoformans cell lysis inducers, primary screen, AK release luminescence, single concentration; C. neoformans lysis, adenylate kinase release luminescence, 4 h; normalised: neutral wells 0, clomiphene wells 100; lysis activity, % at 15 µM; hit rate 0.2% among 360,000; AID 651654, 2012;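 active means mean lysis activity across replicates of at least 80%, whatever share of replicates individually reach that level; inactive means mean lysis activity below 80%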
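Assay system: C. neoformans cells. Amount: yeast cell density of 5 × 10^6 cells/mL. Technique: AK luminescence. Buffer or medium: YPD. Times: static 4 h at 37 °C with compound, 1 h detection. Dosing: single-point compound dose. Read-out: lysis from increased AK signal.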
PGC1a acetyl inh – inhibitors of PGC1a acetylation signal, primary screen, cell-based, U2OS, AlphaScreen, inhibitor mode | hit rate 0.17% among 350,000 | AlphaScreen anti-acetyl-lysine; with virally co-expressed GCN5 acetyltransferase | AID 651687, 2012 | inhibition, % at 15.6 µM;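 active means every replicate shows inhibition of at least 40%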;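 further: 0% = neutral control wells and 100% = positive control wells; some results beyond the cut were filed as inactive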
miR-122 sensor – miR-122 Renilla sensor signal increase in Huh7, primary screen, miR-122 inhibitor project, cell-based, single point, plate reader | Huh7 miR-122 Renilla luciferase sensor, 48 h; neutral wells = 0, positive control = 100 | activation (reporter increase), % at 12.5 µM | hit rate 0.3% among 340,000 | AID 602342, 2012;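 active means mean replicate activation score at least 90 and every replicate individually at or above 90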;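 further: higher luciferase means less miR-122 activity so hits act as miR-122 inhibitors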
PglD DTNB – C. jejuni PglD acetyltransferase inhibitors, primary screen, biochemical, DTNB colorimetric, single point; UDP-N-acetylbacillosamine N-acetyltransferase PglD (Campylobacter jejuni); purified PglD enzyme, DTNB colorimetric CoA detection; inhibition, % at 12.5 µM; hit rate 0.098% among 360,000; AID 602405, 2012; in the data active means inhibition above about 16%, passing the limit was not always enough; further: strong numbers were not always called active
RAD54 branch – inhibitors of human RAD54 branch migration, primary screen, biochemical, fluorescence, single point | RAD54 Holliday junction branch migration, FAM/BHQ fluorescence | DNA repair and recombination protein RAD54-like (Homo sapiens), Q92698 | hit rate 0.14% among 360,000 | inhibition, % at 10.4 µM | AID 602329, 2012;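 active means mean normalized replicate activity at least 40 and at least half of replicates scoring 40 or more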;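 further: 0% = median of neutral control wells and 100% = median of positive control wells; inhibitors cause a drop in the FAM fluorescence signal; in these data hits start at about 50%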
An asterisk follows results filed as active; x = not tested or not shown; & = joins results of further samples; [ ] = another dose, or the depositor's remark.

#	Compound	PGC1a acetyl inh	RAD52 inh	miR-122 sensor	RAD54 branch
1	O=C(c1ccc(F)cc1)n1c(=S)nc2ccccn21	3.2	-4.5	-5.6	x
2	CN1C(=O)N(S(=O)(=O)c2ccc(F)c(F)c2F)C(=O)C1(C)C	9.0	x	-11.3	0.4
3	O=C(NCc1cccc(Cl)c1)c1ccc(N2CC3CC(C2)c2cccc(=O)n2C3)c(NC(=O)c2cccnc2)c1 (stereo not given)	-0.5	-18.7	-5.6	-0.6
4	O=c1[nH]nnc2c1ncn2C1OC(CO)C(O)C1O (stereo not given)	-9.2	-4.2	2.5	4.6
5	Cc1ccc(C(C(=O)NC2CCCC2)N(C(=O)c2csnn2)C2CC2)cc1 (stereo not given)	x	-10.4	x	-8.7
6	CCN1CCN(S(=O)(=O)c2ccc(Cl)c(C(=O)Nc3ccccc3N3CCOCC3)c2)CC1	-5.8	-7.8	5.0	-6.5
7	Cc1ccc(N(C(=O)c2ccc(S(=O)(=O)N3CCCC3)cc2)C2C=CS(=O)(=O)C2)cc1 (stereo not given)	-2.9	0.4	-1.3	-3.9
8	Cc1ccc(OCC(=O)N(C)CC(=O)Nc2ccc(F)cc2)c([N+](=O)[O-])n1	9.2	-8.7	3.2	-13.1
9	O=C1CCCn2cc(nn2)COC[C@@H](Cc2ccccc2)N1	x	12.0	x	x
10	COc1ccc(C(=O)Nc2nc3ccccc3[nH]2)cc1S(=O)(=O)N1CCCC1	-17.7	x	1.6	-7.3
11	C[C@H](CO)N1C[C@H](C)[C@H](CN(C)Cc2ccc3c(c2)OCO3)Oc2c(NS(=O)(=O)c3ccccc3)cccc2C1=O	-2.5	12.5	50.3[16.7 µM]	-9.8
12	C[C@@H]1CN([C@@H](C)CO)C(=O)Cc2cc(NC(=O)Cc3ccccc3)ccc2O[C@@H]1CN(C)S(=O)(=O)c1ccc(Cl)cc1	-6.8	5.1	-2.1[16.7 µM]	-2.2

#	PglD DTNB	ERAP1 inh	E-sel inducer	Cneo AK release
1	x	-1.2	-1.8	x
2	-3.5	x	x	-0.8
3	1.4	2.8	x	-1.0
4	-5.0	-0.2	-0.1	2.6
5	3.7	-0.8	x	-2.1
6	1.3	4.5	x	-1.2
7	2.1	-0.3	0.2	-0.6
8	10.6	-1.1	x	-4.3
9	x	1.0	-0.2	64.6
10	-2.0	x	x	-7.1
11	-2.3	0.5	0.5	-2.3
12	-1.4	-1.2	9.5	-0.3

More compounds:
#	Compound	PGC1a acetyl inh	RAD52 inh	miR-122 sensor	RAD54 branch
13	CCc1nc2sccc2c(=O)n1N	6.2	-22.8	x	x
14	COc1ccc(S(=O)(=O)N2CCOCC2)cc1C(=O)N(C)Cc1ccco1	-2.7	-8.7	-3.3	-9.2
15	CSc1nsc(SCCN2C(=O)c3ccccc3C2=O)n1	5.9	x	-3.2	-4.2
16	COc1cccc(NC(=O)c2sc(Cl)nc2C)c1	-10.7	-10.6	-1.8	9.2
17	O=C(Nc1ccc(Cl)cc1)N1CCN(c2ccccc2)CC1	-10.5	x	-4.1	-17.9
18	O=C(CCCCC(=O)NC1CCCC1)NC1CCCC1	4.6	x	1.5	-5.1
19	CCCN1CCCC[C@H]1C(=O)Nc1c(C)cccc1C	2.8	-5.9	-1.4	-12.3
20	CN1CCN(C(=O)C[C@@H]2CC[C@H]3[C@@H](COC[C@@H](O)CN3CC3CCCC3)O2)CC1	1.3	0.5	x	x
21	O=C(OCc1ccccc1)Oc1cncc(C(=O)O)c1	8.0	1.2	-7.7	-2.3
22	COc1ccc(N2CCN(CCCNC(=O)C3CCN(S(=O)(=O)N4CCOCC4)CC3)CC2)cc1	10.8	-7.9	4.6	4.8
23	CC1O[C@@H](O[C@H](C)CC/C=C/C(=O)O)C(O)C[C@H]1O (stereo not given in full)	x	-3.5	x	-10.8
24	Nc1nonc1/C(=N/O)N1CCN(CCO)CC1	-7.6	x	1.1	4.1

#	PglD DTNB	ERAP1 inh	E-sel inducer	Cneo AK release
13	x	-0.7	2.7	x
14	-2.5	1.4	0.0	-1.0
15	-21.6	x	x	1.0
16	5.4	-3.5	-0.2	-1.6
17	-1.8	x	x	1.5
18	-7.7	x	0.1	2.7
19	-5.1	-1.7	2.2	-1.4
20	x	2.1	0.0	x
21	-0.9	0.4	x	-0.8
22	0.9	-5.3	0.0	0.8
23	5.8	x	-0.1	3.3
24	3.4	x	x	1.7

Given with values under each structure: 4 of the compounds above.
Each structure is followed by: PGC1a acetyl inh	RAD52 inh	miR-122 sensor	RAD54 branch	PglD DTNB	ERAP1 inh	E-sel inducer	Cneo AK release
17: O=C(Nc1ccc(Cl)cc1)N1CCN(c2ccccc2)CC1
  -10.5	x	-4.1	-17.9	-1.8	x	x	1.5
18: O=C(CCCCC(=O)NC1CCCC1)NC1CCCC1
  4.6	x	1.5	-5.1	-7.7	x	0.1	2.7
19: CCCN1CCCC[C@H]1C(=O)Nc1c(C)cccc1C
  2.8	-5.9	-1.4	-12.3	-5.1	-1.7	2.2	-1.4
20: CN1CCN(C(=O)C[C@@H]2CC[C@H]3[C@@H](COC[C@@H](O)CN3CC3CCCC3)O2)CC1
  1.3	0.5	x	x	x	2.1	0.0	x

Next part.
#	Compound	PGC1a acetyl inh	RAD52 inh	miR-122 sensor	RAD54 branch
25	O=S(=O)(c1ccccc1)N1CCC(n2cnc3ccccc32)CC1	x	-11.8	-3.7	3.9
26	FC(F)(F)c1ccccc1-c1ccc2nncn2c1	11.8	9.3	-11.2	-2.5
27	CC(=O)Nc1ccc(S(=O)(=O)Nc2nc(-c3ccc(C(C)(C)C)cc3)cs2)cc1	x	x	-1.7	4.1
28	CCC1CCCCN1C(=O)Nc1cc(Cl)ccc1OC (stereo not given)	-4.6	-5.7	-5.2	x
29	CC(C)CC#Cc1ccc([C@@H]2[C@@H](CO)N3C(=O)CN(C(=O)CN4CCOCC4)C[C@H]23)cc1	4.3	-8.8	x	x
30	CCC(Sc1nc(N)c(NC(=O)c2ccc(OC)c(OC)c2)c(=O)[nH]1)C(=O)OC (stereo not given)	-12.8	-6.3	-1.6	2.1
31	O=C(CNS(=O)(=O)c1c(F)cccc1F)NC1CCCc2ccccc21 (stereo not given)	-0.5	-5.9	-3.1	2.1
32	CC(Oc1ccc(Br)cc1)C(=O)NCC(c1cccs1)N1CCOCC1 (stereo not given)	-40.0	-6.0	x	-15.8
33	CN1C(=O)c2cccc3c(N)ccc(c23)C1=O	x	-106.9	x	-30.1
34	CCCC#Cc1ccc([C@@H]2[C@@H](CO)N3C(=O)CN(C(=O)NCCC)C[C@@H]23)cc1	2.6	-14.0	x	x
35	COc1ccccc1NC(=O)N[C@H]1CC[C@@H](CCNS(=O)(=O)c2ccc(F)cc2)O[C@H]1CO	8.9	3.1	x	-1.0
36	Cc1ccc(C(=O)N2N=C(c3ccc(Br)cc3)CC2c2ccccc2O)cc1 (stereo not given)	x	-11.2	x	2.0

#	PglD DTNB	ERAP1 inh	E-sel inducer	Cneo AK release
25	-5.8	-0.1	x	-1.3
26	-3.0	5.4	0.6	0.7
27	-1.7	x	0.1	-0.6
28	x	-1.7	x	x
29	x	-1.4	1.2	x
30	-3.0	6.6	0.4	2.3
31	-0.1	4.5	0.4	-0.4
32	-1.1	1.3	-0.1	1.0
33	1.5	1.9	0.1	0.6
34	x	0.1	-0.2	x
35	2.2	0.4	-2.7	4.7
36	-2.7	-0.6	x	-3.9

(list continues)
#	Compound	PGC1a acetyl inh	RAD52 inh	miR-122 sensor	RAD54 branch
37	COC(=O)c1ccc(C23CC4(C2)[C@H](CN(C)[C@@H]4c2ccccc2)C3c2ccc(Cl)nc2)cc1 (stereo not given in full)	x	-25.2	-10.9	5.3
38	CCC1CCCCN1C(=O)c1ccc2nc(Cc3ccc(OC)cc3)oc2c1 (stereo not given)	-15.4	-4.3	0.0	3.9
39	CNC[C@H]1Oc2ccc(NC(=O)Nc3ccc(OC)cc3)cc2CC(=O)N([C@H](C)CO)C[C@H]1C	-2.2	-5.9	3.5[16.7 µM]	2.7
40	CCC(C(=O)Nc1ccc([N+](=O)[O-])cn1)c1ccccc1 (stereo not given)	x	-13.6	x	0.0
41	COCC(=O)Nc1ccc2c(c1)[C@@H]1C[C@H](CC(=O)NCc3ccncc3)O[C@@H](CO)[C@@H]1O2	-3.0	-1.3	-3.1[16.7 µM]	-9.0
42	COc1ccc(CN(C)CCc2ccccn2)cc1OC	1.1	x	-4.9	-7.3&8.2
43	CCNC(=O)C[C@@H]1CC[C@@H]2[C@H](COc3ccc(NC(=O)C4CCCCC4)cc3C(=O)N2C)O1	-3.5	0.3	-25.0[16.7 µM]	-0.3
44	O=C(NC(c1ccc(-c2ccccc2)cc1)c1cnccn1)C1CCN(Cc2ccc(Oc3ccccc3)cc2)CC1 (stereo not given)	-5.4	-46.2	-5.6	-6.6
45	CN1C(=O)c2cc(NC(=O)c3cccc(Cl)c3)ccc2OC[C@H]2O[C@@H](CC(=O)NC3CCCCC3)CC[C@@H]21	5.9	4.6	x	x
46	CN(C)c1ccc(NC(=O)c2cccc(N3C(=O)CCC3=O)c2)cc1	-5.4	x	0.2	-11.5
47	CN(C)c1nc(Oc2ccc(OCCOc3ccccc3)nn2)nc(N(C)C)n1	x	-13.4	x	-6.8
48	N#Cc1ccc(-c2ccc([C@H]3[C@H](CO)N4C(=O)CN(C(=O)Cc5ccccc5)C[C@@H]34)cc2)cc1	-8.3	-13.3	x	x
49	N=C1c2ccccc2CN1c1ccc(S(=O)(=O)N2CCCCC2)cc1	-3.2	3.0	-1.3	x
50	O=C(NC1CCC1)[C@H]1[C@H](CO)[C@H]2Cn3c(ccc(-c4cncnc4)c3=O)[C@@H]1N2CCc1ccccc1	x	-6.3	-3.8[16.7 µM]	1.8

#	PglD DTNB	ERAP1 inh	E-sel inducer	Cneo AK release
37	1.0	-3.2	-0.1	0.8
38	-0.4	-4.9	x	2.8
39	-33.7	5.6	x	47.2
40	-0.7	-2.7	0.2	-0.9
41	-0.5	0.3	-0.5	0.9
42	-0.5&2.1	x	x	0.9&4.8
43	-6.3	-0.3	-0.1	2.4
44	-1.1	1.6	-0.5	-3.2
45	x	2.1	-0.1	x
46	1.7	x	x	-1.4
47	-0.6	-4.4	-0.8	0.3
48	x	5.3	-0.1	x
49	x	-0.9	2.3	x
50	-0.8	-0.3	-0.1	4.5
